hERG WT inh – KCNH2 (human, wildtype) channel inhibition; U2OS, BacMam KCNH2, thallium flux FluxOr; stronger effect = lower value; AID 720551; activity change, % at 1.84 µM; 0.37% of 340,000 active; Q12809;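 active means maximum activity change below -70%; inconclusive means maximum activity change between -70% and -50%; inactive means maximum activity change above -50%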; further: on the % scale 0 is the no-effect control and ±100 the full control effect
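U2OS cells were transduced with wild-type KCNH2 virus (2.03 x 10^8 / mL) for 4 h at room temperature, then cultured overnight at 37 C. Thallium flux was read with FluxOr dye. Rate constants were normalized to DMSO controls.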
PKM2 act – activators of human pyruvate kinase M2; Potency, µM (titrated, usually from 57.5 µM), without a hit: at the highest dose activation, usual class: activators; AID 1631; P14618; 0.34% of 260,000 active; purified PKM2, Kinase-Glo ATP luminescence, activation; response scale: 0% is enzyme alone, no compound; further: potency means the concentration at half of the fitted maximal effect; on the % scale 0 is the no-effect control and ±100 the full control effect; nearly all actives have a fitted effect of over 55% in size
Target sequence (P14618 whole entry, looked up): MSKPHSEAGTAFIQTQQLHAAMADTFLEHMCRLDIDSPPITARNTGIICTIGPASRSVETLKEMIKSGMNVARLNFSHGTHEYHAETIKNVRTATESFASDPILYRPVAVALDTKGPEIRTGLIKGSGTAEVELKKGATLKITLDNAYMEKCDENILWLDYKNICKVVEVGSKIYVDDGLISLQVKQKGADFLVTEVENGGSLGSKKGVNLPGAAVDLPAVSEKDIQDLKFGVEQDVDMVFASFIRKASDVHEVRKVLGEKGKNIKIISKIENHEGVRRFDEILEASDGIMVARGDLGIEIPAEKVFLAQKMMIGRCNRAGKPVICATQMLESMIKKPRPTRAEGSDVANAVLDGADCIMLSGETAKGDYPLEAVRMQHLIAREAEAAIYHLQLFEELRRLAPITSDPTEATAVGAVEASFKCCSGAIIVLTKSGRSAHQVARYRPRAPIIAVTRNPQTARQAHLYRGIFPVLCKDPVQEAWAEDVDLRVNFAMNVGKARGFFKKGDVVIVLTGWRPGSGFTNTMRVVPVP
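Kinase-Glo luminescence reports ATP generated from ADP (0.1 mM) and PEP (0.5 mM) by purified hPK-M2 after 1 h at room temperature, pH 7.2 imidazole buffer; intermediate enzyme activity allows detecting inhibitors and activators.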
GALK inhibitor – galactokinase (human) inhibition | P51570 | 0.007% of 270,000 active | Purified GALK, Kinase-Glo residual ATP luminescence | Potency, µM (highest dose often 57.5 µM), for the others: at the highest dose activity change, negative = inhibition, hits mostly inhibitors; further: potency means the concentration at half of the fitted maximal effect; on the % scale 0 is the no-effect control and ±100 the full control effect
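The enzyme phosphorylates galactose (100 uM) using ATP (35 uM); inhibition is detected as higher residual ATP, quantified by bioluminescence after 1 h reaction at room temperature, pH 8.0.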
MBNL1 CUG block – blocks human MBNL1 binding to CUG repeat RNA; TR-FRET MBNL1-His/biotin-(CUG)12 binding, 665/545 ratio; Potency, µM (highest dose often 57.5 µM), for the others: at the highest dose activity change, negative = inhibition, actives largely listed as inhibitors; 0.036% of 280,000 active; active means well fitted inhibition curve with a large enough effect in the signal ratio, with a control signal flat, not every such curve was filed as active; inconclusive means small, poorly fitted or top-dose-only effect, or effect the other way, or a change in a side signal; inactive means no such curve, though single readings can be large or run the other way; the % refers to the signal ratio; further: potency means the concentration at half of the fitted maximal effect; on the % scale 0 is the no-effect control and ±100 the full control effect
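TR-FRET readout: Ex 340 nm, 665/545 nm emission ratio, normalized to buffer-only (basal) and MBNL1-(CUG)12 controls. Complex of MBNL1-His with Biotin-(CUG)12, compounds 92 nM–58 uM, incubated 60 min at room temperature.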
Mito fusion act – mitochondrial division inhibition or fusion activation; S. cerevisiae fusion-defective mutant growth rescue, CellTiterGlo 48 h; Potency, µM (series often up to 46.1 µM), for the others: at the highest dose growth rescue (activation), actives largely listed as activators; 0.23% of 320,000 active; AID 485298;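 further: potency means the concentration at half of the fitted maximal effect; % of control where 0% means no effect; nearly all actives have a fitted effect of over 45% in size; temperature-sensitive fusion mutants such as fzo1-1 at 37 °C on non-fermentable ethanol glycerol medium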
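Compounds are tested for their ability to restore growth of mitochondrial fusion-defective yeast strains at non-permissive 37C in YPEG medium over 48 hours. Viability is quantified by luciferase luminescence.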
TSHR antagonist – human thyrotropin receptor antagonism; activity change, negative = inhibition, % at 11.5 µM; AID 504810; P16473; 0.2% of 330,000 active; TSHR-expressing cells, TSH-stimulated cAMP HTRF, 2 h; stronger effect = lower value;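 active means activity change below a set negative limit, meaning inhibition stronger than a set level, cut at about -70% in these data; inconclusive means activity change between two set negative limits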; further: on the % scale 0 is the no-effect control and ±100 the full control effect
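Read-out is FRET at 665 nm (cryptate excitation 337 nm) from a cryptate-tagged anti-cAMP antibody, competed by cell cAMP against cAMP-d2. Compounds are tested on freshly harvested TSHR cells challenged with 4nM TSH (EC80) for 2 hours at 37 deg C.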
USP2a block – USP2a (human) protease inhibition | USP2 core, Ub-CHOP2 coupled fluorogenic reporter, 485/531 | Potency, µM (titrated, usually from 38.3 µM), for inactives: at the top dose activity change, negative = inhibition, most hits filed as inhibitors | 0.01% of 330,000 active;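 further: potency means the concentration at half of the fitted maximal effect; plate controls were DMSO wells for no effect and full inhibition by NEM control for full effect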
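USP2 core (10nM final) preincubated 30min RT with compound in 20mM Tris-HCl pH 8.0, 2mM CaCl2, 2mM beta-mercaptoethanol, 0.05% CHAPS; 25nM Ub-CHOP2 plus 25nM reporter substrate added, fluorescence (Ex485/Em531) read after 60min.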
BCR signal inh – inhibitors of chronic active B-cell receptor signaling | ABC-DLBCL IkBa-CBG/CBR reporter, luminescence ratio, 4 h | Potency, µM (series often up to 46.1 µM), for the others: top-dose ratio change, negative = lower green/red ratio, most hits filed as inhibitors | 0.05% of 340,000 active | AID 493014; active means well fitted inhibition curve with a large enough effect in the signal ratio, with a control signal flat, not every such curve was filed as active; inconclusive means small, poorly fitted or top-dose-only effect, or effect the other way, or a change in a side signal; the % refers to the signal ratio;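 further: potency means the concentration at half of the fitted maximal effect; plate controls were basal doxycycline-induced cells for no effect and cells given 10 µM MG132 for full effect; MG132 reads +100%, hits lower the ratio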
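TMD8 ABC-DLBCL cells carrying doxycycline-inducible green luciferase fused to IkappaBalpha plus unfused red luciferase were exposed to compounds (up to 46 uM) for 4 hrs at 37C. Activity came from the overlap-corrected green/red luminescence ratio.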
Eya2 inh – inhibitors of human Eya2 phosphatase activity | Potency, µM (highest dose often 76.9 µM), inactives show at the top dose activity, negative = inhibition, most hits filed as inhibitors | recombinant Eya2, OMFP fluorescence dephosphorylation (OMFP is methylfluorescein phosphate) | 0.006% of 330,000 active; further: potency means the concentration at half of the fitted maximal effect; on the % scale 0 is the no-effect control and ±100 the full control effect
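Eya2 (0.2 uM) preincubated 10 min at ambient with compound, then OMFP substrate added at 50 uM; 10 min reaction in 50 mM HEPES pH 7.5, 50 mM NaCl, 5 uM MgCl2, 0.05% BSA, 1 mM DTT. Fluorescence read at Ex 485/Em 525 nm.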
Menin MLL FP TR – inhibitors of human menin-MLL interaction, mutant MLL peptide | O00255 | Menin + Texas Red MLL mutant peptide, fluorescence polarization | Potency, µM (highest dose often 61.6 µM), inactives show at the top dose FP activity change, negative = inhibition, hits mostly inhibitors | 0.23% of 270,000 active | AID 1768; active means well fitted inhibition curve with a large enough effect in the polarisation, with a control signal flat, not every such curve was filed as active; inconclusive means small, poorly fitted or top-dose-only effect, or effect the other way, or a change in a side signal; inactive means no such curve, though single readings can be large or run the other way; the % refers to the polarisation; further: potency means the concentration at half of the fitted maximal effect; % of control where 0% means no effect; many of its hits are not listed in these tables
Target sequence (O00255 whole entry, looked up): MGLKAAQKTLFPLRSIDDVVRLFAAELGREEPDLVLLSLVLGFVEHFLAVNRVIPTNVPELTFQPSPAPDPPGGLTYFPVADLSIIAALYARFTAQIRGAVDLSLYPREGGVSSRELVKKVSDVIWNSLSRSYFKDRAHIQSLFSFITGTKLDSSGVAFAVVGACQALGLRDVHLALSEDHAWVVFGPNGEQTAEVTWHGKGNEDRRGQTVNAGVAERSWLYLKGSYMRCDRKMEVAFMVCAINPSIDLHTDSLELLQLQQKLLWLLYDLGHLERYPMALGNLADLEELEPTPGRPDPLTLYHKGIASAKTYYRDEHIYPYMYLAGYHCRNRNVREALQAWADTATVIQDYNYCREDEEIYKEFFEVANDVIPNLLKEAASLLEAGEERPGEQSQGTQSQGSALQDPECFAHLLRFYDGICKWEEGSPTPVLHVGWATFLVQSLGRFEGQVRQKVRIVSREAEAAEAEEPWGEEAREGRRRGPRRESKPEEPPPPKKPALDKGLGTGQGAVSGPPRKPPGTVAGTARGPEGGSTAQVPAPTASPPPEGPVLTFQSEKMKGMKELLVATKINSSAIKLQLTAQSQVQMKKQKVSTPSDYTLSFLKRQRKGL
S-ASM inh – inhibitors of human secretory acid sphingomyelinase | placental ASM, HMU-PC fluorogenic substrate, 60 min | Potency, µM (highest dose often 57.5 µM), for inactives: at the highest dose activity change, negative = inhibition, most hits filed as inhibitors | 0.006% of 340,000 active | AID 504937; further: potency means the concentration at half of the fitted maximal effect
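qHTS format. ASM enzyme prepared from human placenta hydrolyses the fluorogenic substrate HMU-PC0 (9 uM final) over 60 min at 37 °C after a 10 min compound preincubation.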
* hit, by the source's call; u = inconclusive; x = no result given; [ ] = another dose, or the depositor's remark. Unless noted, the call rests on the fitted dose curve; in most records, active means well fitted curve in the direction sought with a large enough effect; inconclusive means small, poorly fitted or top-dose-only effect, or another doubt; inactive means no such curve, though single readings can be large; an effect the other way counts as inactive or inconclusive. An excerpt; rates above refer to the full screens.

Every second line gives: hERG WT inh	PKM2 act	GALK inhibitor	MBNL1 CUG block	Mito fusion act	TSHR antagonist	USP2a block	BCR signal inh	Eya2 inh	Menin MLL FP TR	S-ASM inh
> CCN1CCN(Cc2cc(=O)oc3cc4c(cc23)CCC4)CC1
  8	-1%	2%	-4%	1%	-6	0%	-2%	14%	-12%[11.7 µM]	-1%
> O=C(Cc1c(F)cccc1Cl)NNC(=O)c1ccco1
  4	x	x	x	x	-12	-1%	u	-13%	x	0%
> O=C(Nc1cccc(S(=O)(=O)NC2=NCCC2)c1)c1ccccc1
  -7	x	x	x	x	-10	0%	-3%	-6%	x	1%
> O=C(Nc1ccc(-n2cccn2)cc1)C1CCN(Cc2ccccn2)CC1
  1	2%	-2%	-1%	0%	-4	-1%	3%	-10%	-1%	2%
> CC(C)C1Cc2nc(Cl)c(C#N)cc2CO1 (stereo not drawn)
  1	-6%	1%	x	0%	-5	-2%	4%	-13%	x	5%
> CC(C)NS(=O)(=O)c1ccc(CCC(=O)NCc2ccncc2)cc1
  -2	4%	0%	u	8%	14	1%	21%	2%	-8%	4%
> CCOc1ccc(C(=O)NCC2CCCO2)cc1OCC (stereo not drawn)
  -8	-13%	3%	7%	-9%	-2	-1%	3%	-6%	-23%	9%
> CCSc1nnc(NC(=O)CCNS(=O)(=O)c2cc(Br)cnc2N)s1
  -1	6%	-3%	-3%	-5%	-2	-6%	-12%	5%	30%[activator]	0%
> COc1ccc(-c2ccc(/C=N/NC(=O)Cc3nnc(N)s3)o2)cc1Cl
  -1	26%	10%	u	3%	-5	-4%	u	-28%	x	121%[activator]
> CCC(=O)Nc1nnc(SCC(=O)N2c3ccccc3CC2C)s1 (stereo not drawn)
  -10	-1%	0%	-4%	-6%	-5	1%	u	-7%	7%	2%
> Cc1cc(C)cc(-n2nnnc2SCC(=O)Nc2nc(-c3ccc(Cl)cc3)cs2)c1
  1	-1%	-1%	15%	-1%	9	-2%	-1%	-7%	28µM*	-2%
> O=C(Nc1ccc2c(c1)Cc1ccccc1-2)c1ccncc1
  -9	1%	1%	-2%	6%	11	0%	u	0%	17%	-5%
> O=C(Oc1ccc([N+](=O)[O-])cc1)c1cccnc1
  -5	-4%	-1%	-5%	-1%	1	0%	0%	-2%	23%	-4%
> Cc1ccc(Cc2c(C)nc3nc(SCC(=O)NCCN4CCOCC4)nn3c2C)cc1
  1	-2%	-1%	-1%	-8%	-1	-1%	7%	-37%	x	5%
> CC1(C)C2CCC1(CS(=O)(=O)Nc1ccc(S(=O)(=O)NC3CCCCC3)cc1)C(=O)C2 (stereo not drawn)
  -4	1%	0%	-11%	1%	0	2%	3%	1%	-7%	-1%
> COc1ccc(OC)c(CNC(=O)CCC(=O)N2Cc3ccccc3Oc3ncccc32)c1
  -18	x	1%	-1%	0%	4	2%	1%	-3%	x	1%
> O=C1c2ccccc2C(=O)N1CCC#Cc1ccc2cc(CCO)oc(=O)c2c1
  7	x	x	x	-13%	-44	2%	0%	5%	x	4%
> S=C(NCCCN1CCOCC1)Nc1ccc(Cl)cc1
  -1	-5%	0%	x	-7%	37	2%	2%	2%	-9%	4%
> Cc1cccc(N2CCN(C(=O)CCC(=O)N3CC(C)Oc4ccccc43)CC2)c1C (stereo not drawn)
  1	-2%	x	1%	-12%	4	-1%	-2%	-12%	-1%	-2%
> C=CCN(c1ccccc1)S(=O)(=O)c1cccc(C(=O)Nc2ccncc2)c1
  2	x	x	x	2%	-21	0%	6%	-8%	x	-1%
> O=C(Oc1ccc(-c2csnn2)cc1)c1cccs1
  3	0%	-3%	-7%	-4%	1	0%	-15%	-20%	x	5%
> C[C@H](NC(=O)[C@@H]1Cc2ccccc2CN1C(=O)OC(C)(C)C)C(=O)NC1CCCC1
  -36	x	-3%	0%	1%	-16	-5%	0%	4%	x	-3%
> CCOC(=O)COc1c(OC)cc(Cl)cc1C1Nc2ccccc2C(=O)N1c1cccc(C)c1 (stereo not drawn)
  4	-5%	-3%	-2%	-1%	-10	2%	u	6%	x	284%[activator]
> CCNC(=S)Nc1ccc(Cl)c(C(F)(F)F)c1
  4	9%	2%	x	7%	-6	-2%	8%	-6%	18%	4%
> CCCCN(CCCC)C(=O)c1cc2ccccc2c(=O)o1
  3	6%	2%	-5%	6%	5	2%	2%	2%	-6%	2%
> O=C(CN1C(=O)C2CCCCC2C1=O)Nc1ccccc1C(=O)O (stereo not drawn)
  0	5%	12%	-8%	0%	-9	0%	-1%	4%	-2%	4%
> COC(=O)CNC(=O)c1ccccc1C
  1	8%	0%	-16%	-2%	-2	0%	18%	-6%	-14%	3%
> COCc1c(N)c(C)nc(Cl)c1C#N
  -9	9%	0%	-1%	u	-48	2%	u	-21%	u	5%
> NC(=O)c1ccccc1NS(=O)(=O)c1ccccc1
  1	2%	-3%	-4%	2%	16	0%	2%	12%	12%	2%
> CCOCCN1CCN(c2c3c(nc4cc(-c5ccc(F)cc5)nn24)CCC3)CC1
  3	10%	0%	-6%	-2%	-3	1%	u	-10%	-6%	1%
> CC(C)CNC(=S)Nc1ccc(Oc2ccccc2)cc1
  -30	-2%	0%	-7%	u	-19	3%	1%	-12%	25%	3%
> O=C(/C=C/c1ccc(O)c(O)c1)OC(Cc1ccc(O)c(O)c1)C(=O)O (stereo not drawn)
  0	19%	x	u	-1%	3	3%	4%	-14%	0%	10%
> CC(C)c1ccc(O)c(NC(=O)c2ncn[nH]2)c1
  -5	14%	-2%	-1%	0%	3	5%	3%	-3%	4%	-2%
> CN(C(=O)COC(=O)c1cc([N+](=O)[O-])ccc1N1CCCC1)C1CCS(=O)(=O)C1 (stereo not drawn)
  2	2%	-3%	x	5%	0	0%	1%	-1%	6%	6%
> Cc1ccc(Cl)cc1NS(=O)(=O)c1ccc2c(c1)NC(=O)C(C)C(=O)N2 (stereo not drawn)
  -15	0%	x	6%	2%	14	1%	3%	u	24%	-2%
> CCn1c2ccccc2c2cc(CN3CCN(S(C)(=O)=O)CC3)ccc21
  3	3%	1%	x	-6%	3	3%	3%	-9%	9%	-4%
> Cc1ccc(S(=O)(=O)NCCC(=O)OCC(=O)Nc2cccc(Cl)c2)cc1
  -3	x	x	x	-10%	-6	-3%	-5%	0%	x	-5%
> Brc1ccccc1OCCN1CCOCC1
  -13	3%[11.5 µM]	6%	-6%	-2%	7	1%	3%	-6%	-1%	-1%
> COCC(C)n1c(SCC(=O)Nc2c(C)n(C)n(-c3ccccc3)c2=O)nc2ccccc2c1=O (stereo not drawn)
  2	x	x	x	x	x	4%	0%	4%	x	-2%
> CCOc1ccccc1NC(=O)/C=C/c1ccccc1[N+](=O)[O-]
  -14	0%	1%	x	8%	-6	1%	-7%	0%	14%	-3%
> CCOC(=O)c1nnn(-c2nonc2N)c1CSc1ccccn1
  -4	-5%	-2%	-7%	1%	-12	-8%	4%	-17%	-2%	0%
> CCN(CC)S(=O)(=O)c1ccc(C)c(NC(=O)CSc2ncc(C(F)(F)F)cc2Cl)c1
  23	-3%	1%	11%	-5%	9	0%	u	10%	14%	-1%
> Cc1nc(N2CCCCC2C)c2c(C)c(C(=O)Nc3cccc(C(F)(F)F)c3)sc2n1 (stereo not drawn)
  -2	2%	1%	30%	-5%	-7	5%	14%	10%	-1%	-9%
> Cc1ccc(N(CC(=O)NC2CCCCC2)S(=O)(=O)c2cccs2)cc1
  -1	x	-4%	4%	-5%	-8	2%	-10%	-7%	x	-1%
> COc1cc(C(=O)OCCc2cc3ccccc3c(=O)o2)cc(OC)c1OC
  7	x	x	x	18%	29	-4%	-21%	-6%	x	-7%
> O=C(COc1ccc2c(c1)OCO2)Nc1ccccc1F
  14	-42%	5%	-9%	-1%	-5	-1%	u	-5%	2%	5%
> C/C(N)=C(/C#N)C(=O)COC(=O)c1ccccc1Cc1ccccc1
  x	-4%	10%	-2%	u	7	-1%	-7%	u	u	-6%

Screening results from PubChem.
